Screening results (PubChem)
BioA inh: M. tuberculosis BioA enzyme inhibitors, primary screen, biochemical, plate reader, single point, HTS. purified M. tuberculosis BioA enzyme. 7,8-diaminopelargonic acid synthase BioA (Mycobacterium tuberculosis). 0.096% of 360,000 active. AID 602481, 2012. inhibition, % at 9.99 µM; in the data active = inhibition above about 40%
Anthrax LF inh2: Bacillus anthracis LF protease inhibitors, primary screen, biochemical, multiplex microsphere, MLPCN library; Lethal factor (Bacillus anthracis), P15917; multiplex microsphere protease cleavage assay; inhibition, % at 10 µM; 0.12% of 360,000 active; note: plate controls were buffer without enzyme for full effect and enzyme alone for no effect
BoNT-F LC inh: BoNT/F light chain protease inhibitors, primary screen, biochemical, flow cytometry, MLPCN library; Botulinum neurotoxin type F light chain protease (Clostridium botulinum); Multiplex microsphere protease cleavage assay; inhibition, % at 10 µM; 0.22% of 360,000 active; AID 588497, 2011; in the data active = inhibition above about 35%, passing the limit was not always enough; note: plate controls were buffer without enzyme for full effect and enzyme alone for no effect
Mtb UGM inh: M. tuberculosis UGM enzyme inhibitors, primary screen, biochemical, fluorescence polarization, single point; UDP-galactopyranose mutase (Mycobacterium tuberculosis (strain ATCC 25618 / H37Rv)), …; purified UGM, fluorescence polarization probe displacement; inhibition, % at 10 µM; 0.06% of 320,000 active; in the data active = inhibition above about 10%, passing the limit was not always enough
Target sequence (P9WIQ1 whole entry, looked up): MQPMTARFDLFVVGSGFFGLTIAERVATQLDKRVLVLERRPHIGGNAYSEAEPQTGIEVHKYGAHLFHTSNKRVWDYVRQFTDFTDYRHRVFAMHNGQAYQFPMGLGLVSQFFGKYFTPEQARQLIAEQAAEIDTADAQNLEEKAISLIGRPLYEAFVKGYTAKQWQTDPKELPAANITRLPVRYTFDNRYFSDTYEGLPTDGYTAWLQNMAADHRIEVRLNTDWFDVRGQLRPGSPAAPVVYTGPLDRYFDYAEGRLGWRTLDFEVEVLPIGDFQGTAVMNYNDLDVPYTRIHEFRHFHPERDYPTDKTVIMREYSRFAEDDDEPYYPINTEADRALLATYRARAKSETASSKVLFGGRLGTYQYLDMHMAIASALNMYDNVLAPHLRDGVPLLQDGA
PfHsp40 yeast: rescue of yeast from PfHsp40 toxicity, primary screen, S. cerevisiae, ATP luminescence. S. cerevisiae expressing PfHsp40, growth rescue. growth rescue, % at 12.5 µM. 0.68% of 340,000 active. AID 504582, 2011; in the data active = growth rescue above about 28%, passing the limit was not always enough;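 note: yeast W303a lacking pdr1 and pdr3 grown in galactose medium; growth measured after three days at 30 °C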
BoNT A protease: BoNT/A light chain protease inhibitors, primary screen, biochemical, flow cytometry, MLPCN library | 0.17% of 360,000 active | inhibition, % at 10 µM | multiplex microsphere protease substrate cleavage; note: plate controls were buffer without enzyme for full effect and enzyme alone for no effect
* = called active by the depositor; nt = not tested or not shown. Cut-off read from the data, not from the text of the source, unless noted: active = inhibition above about 30%; inconclusive = no clear call, values can overlap the other calls; inactive = below that. Only part of the results is shown, so the mix of outcomes need not match the whole.

SMILES	BioA inh	Anthrax LF inh2	BoNT-F LC inh	Mtb UGM inh	PfHsp40 yeast	BoNT A protease
O=S(=O)(N[C@@H]1CC[C@@H](CCn2cc(-c3ccccn3)nn2)O[C@H]1CO)c1cccc(F)c1	1.5	nt	nt	nt	nt	nt
CCCN(C)C[C@@H]1Oc2cc(C#Cc3cccc(F)c3)ccc2S(=O)(=O)N([C@@H](C)CO)C[C@H]1C	-0.8	nt	nt	nt	nt	nt
CC(C)NC(=O)Nc1ccc2c(c1)CC(=O)N([C@@H](C)CO)C[C@H](C)[C@H](CN(C)S(=O)(=O)c1ccccc1)O2	0.9	nt	nt	nt	nt	nt
CCNC(=O)C[C@H]1CC[C@H]2[C@@H](COc3ccc(NC(=O)Nc4ccccc4OC)cc3C(=O)N2C)O1	0.8	nt	nt	nt	nt	nt
CC(C)NC(=O)Nc1ccc2c(c1)C(=O)N([C@@H](C)CO)C[C@@H](C)[C@H](CN(C)Cc1ccc(-c3ccccc3)cc1)O2	0.3	nt	nt	nt	nt	nt
COc1ccc(CN2C[C@H](Cc3ccccc3)[C@@H](CC(=O)Nc3ccccc3)C2=O)cc1	nt	nt	nt	3.5	2.5	nt
Oc1c(Br)cc(C=Nc2ccc3nc(-c4ccccc4)[nH]c3c2)c(O)c1Br	nt	nt	nt	3.9	0.1	nt
COC(=O)C1=C(C)N(Cc2ccco2)C(=O)N[C@@H]1c1cccc(C(F)(F)F)c1	nt	nt	nt	-4.2	0.4	nt
CCC1=C/C(=C/c2sc3ccccc3[n+]2CC)CC(C)(C)C1	nt	nt	nt	-2.3	-0.9	nt
COc1ccc(C#Cc2ccc3c(=O)c4ccccc4n(C)c3c2)cc1	nt	nt	nt	-1.3	0.1	nt
Cc1ccc(N2CCN(S(=O)(=O)N3CCCCC3)CC2)c(C)c1	nt	nt	nt	1.6	8.1	nt
CC/C(=C\C=C\[C@@H]1C=C[C@@H]2CCC[C@H]2[C@@H]1C(=O)c1ccc[nH]1)[C@@H]1O[C@@H]([C@@H](C)C(=O)O)CC[C@@H]1C	-0.7	nt	nt	1.4	nt	nt
CNC[C@H]1Oc2ccc(NC(=O)Nc3ccc(OC)cc3)cc2C(=O)N([C@@H](C)CO)C[C@H]1C	-1.7	nt	nt	-3.0	nt	nt
CC(C)CCNC(=O)[C@H](CC(C)C)NC(=O)[C@H]1O[C@@H]1C(=O)O	1.1	nt	nt	1.2	nt	nt
COC1=C(N)C(=O)c2nc(-c3nc(C(=O)O)c(C)c(-c4ccc(OC)c(OC)c4O)c3N)ccc2C1=O	0.2	nt	nt	nt	1.0	nt
Cc1ccc(S(=O)(=O)N2CCC(C(=O)N[C@@H](C)C(=O)NC3CCS(=O)(=O)C3)CC2)cc1 (some centres undefined)	-1.2	nt	nt	-0.2	7.9	nt
Cc1ccc2nc(-c3ccc(CN4CCC(n5c(=O)[nH]c6ccccc65)CC4)cc3)c(-c3ccccc3)nc2c1	nt	4	-5	nt	nt	0.3
CC1(Br)C(Sc2ccccc2[N+](=O)[O-])=Nc2ccccc21 (centres undefined)	nt	-2	-2	nt	nt	0.0
COC(=O)c1ccc2nc(-c3ccc(F)cc3)c(Cc3ccccc3C(F)(F)F)n2c1	nt	0	-1	nt	nt	0.6
CN(Cc1ccccc1)C(c1ccnc2ccccc12)c1nnnn1-c1ccc2c(c1)OCCO2 (centres undefined)	nt	4	-9	nt	nt	-0.5
CC1(c2nnnn2-c2ccc3c(c2)OCCO3)CCC(=O)N1CCOc1ccccc1 (centres undefined)	nt	3	5	nt	nt	0.6
COc1ccccc1-c1cccc(-c2nc(C(=O)Nc3nccs3)cc3c2[C@H](CCO)N(C(C)=O)C3)c1	nt	-2	-9	nt	nt	0.1
O=S1(=O)CC(N2CC=CC2)CN1Cc1cn(Cc2ccc(Cl)cc2)nn1 (centres undefined)	nt	-5	0	nt	nt	-0.3
CCC(=O)[C@@H](C)[C@@H](O)[C@H](C)C[C@@H](C)C1OC(=O)C[C@@]2(O)CC=C(C)C(O2)C(C)=CCCC[C@H](O[C@H]2C[C@@H](OC(N)=O)[C@H](O)[C@@H](C)O2)C=C[C@H](C)C[C@H]1C (some centres undefined)	nt	0	-8	nt	nt	0.2
O=C1CCN(Cl)C(=O)N1Cl	nt	1	3	nt	nt	-0.7
O=C1c2ccccc2C(c2nnnn2-c2ccc3c(c2)OCCO3)N1CCc1ccc(O)cc1 (centres undefined)	nt	-1	4	nt	nt	0.7
COCCCn1cc(CN2CC(N3CCN(C4CCN(C)CC4)CC3)CS2(=O)=O)nn1 (centres undefined)	nt	2	5	nt	nt	0.6
O=C(NCCN1CCC(n2c(=O)[nH]c3ccccc32)CC1)c1cc(F)cc(F)c1	nt	4	3	nt	nt	0.5
CCOC(=O)[C@]12CCC=C1N(CCC1=CCCCC1)C(=O)[C@H](CC(=O)N1CCN(C(=O)c3ccco3)CC1)C2	nt	2	-5	nt	nt	0.7
O=C1NC[C@H](CCCCN2C[C@H](Cc3ccccc3)N(CCc3ccc(O)cc3)C(=O)C2=O)N(CC2CCCCC2)C1=O	nt	-1	2	nt	nt	0.7
COc1cccc(-c2oc3c(c2-c2ccc(OC)nc2)C(O)CCC3)c1 (centres undefined)	nt	-7	3	nt	nt	-0.1
O=C1NC[C@@H](CCCCN2CCN(Cc3ccccc3)C(=O)C2=O)N(CCC2CCCCC2)C1=O	nt	1	-2	nt	nt	-0.6
COC(=O)[C@]12CCCCC=C1N(Cc1ccco1)C(=O)[C@H](CC(=O)N1CCN(C(=O)C3CC3)CC1)C2	nt	-7	-2	nt	nt	-0.8
O=C1NC[C@@H](CCCCN2C[C@H](Cc3ccccc3)N(Cc3ccccc3)C(=O)C2=O)N(CCc2ccccc2)C1=O	nt	-9	-3	nt	nt	-0.8
CCCCC[C@@H](C)N1C[C@H](COCc2ccccc2)Oc2cc(N3CCC[C@@H]3CO)ccc2S1(=O)=O	nt	-2	-7	nt	nt	0.4
COc1ccc(C=O)c(-c2c(-c3ccccc3OC)sc3ccccc23)c1	nt	-6	2	nt	nt	0.0
COC(=O)[C@]12CCCCC=C1N(Cc1ccccc1)C(=O)[C@H](CC(=O)NCc1cccc(C(F)(F)F)c1)C2	nt	1	-7	nt	nt	0.2
COc1ccc(NC(=O)C2c3ccccc3OCC(=O)N2CCc2ccccc2)cc1 (centres undefined)	nt	-6	0	nt	nt	-0.4
CCOC(=O)[C@]12CCC=C1N(Cc1ccccc1)C(=O)[C@H](CC(=O)N1CCCC1)C2	nt	-6	-5	nt	nt	-0.7
C[C@@H](c1ccccc1)N1C[C@H](COCc2ccccc2)Oc2cc(N3CCC[C@H]3CO)ccc2S1(=O)=O	nt	-5	-3	nt	nt	0.1
CCCCn1nnnc1C(c1ccccc1)N1CCCN(Cc2ccc(F)cc2)CC1 (centres undefined)	nt	-4	6	nt	nt	1.0
CC(C)CC1OC(C(C)C)Cc2[nH]c(=S)[nH]c(=O)c21 (centres undefined)	nt	3	-6	nt	nt	-1.2
CCCCC[C@@H](C)N1C[C@@H](COCc2ccccc2)Oc2cc(N3CC[C@@H](N(C)C)C3)ccc2S1(=O)=O	nt	-15	-9	nt	nt	-1.5
CC(C)C[C@@H]1Cc2[nH][nH]c(=O)c2[C@H](c2ccc(Cl)cc2)O1	nt	7	-5	nt	nt	0.6
C#CCNC(=O)C[C@@H]1C[C@@]2(C(=O)OC)CCCCC=C2N(Cc2ccccc2)C1=O	nt	-5	-1	nt	nt	0.1
O=NN(CCCl)C(=O)NCC1=C[N+](=O)CC=C1	nt	-4	-7	nt	nt	-0.7
COc1ccccc1-c1noc2c1C(=O)N(Cc1cn(-c3ccccc3OC)nn1)CC2	nt	-5	2	nt	nt	-0.7
O=C1NC[C@@H](CCCCN2C[C@H](Cc3ccc(O)cc3)N(CCC3CCCCC3)C(=O)C2=O)N(CCc2ccc(O)cc2)C1=O	nt	-3	2	nt	nt	0.2
CCNC(=O)c1cc2c(c(-c3cccc(-c4cccnc4)c3)n1)[C@H](CCO)N(S(C)(=O)=O)C2	nt	-6	4	nt	nt	0.4
C[C@H](NC(=O)[C@@H]1CCCN1C(=O)[C@@H]1CCCN1C(=O)c1cccs1)c1ccccc1	nt	8	3	nt	nt	0.5
O=C(C[n+]1ccc(C(=O)NCc2ccccc2)cc1)c1ccc(F)cc1	nt	-2	4	nt	nt	1.0
CCOc1cc(OCC)cc(C(=O)N2CCC[C@@H]2C(=O)N2CCC[C@@H]2C(=O)NCc2ccccc2Cl)c1	nt	-9	1	nt	nt	-0.1
CCOC(=O)[C@]12CCCC=C1N(Cc1ccc3c(c1)OCO3)C(=O)[C@H](CC(=O)NCC13CC4CC(CC(C4)C1)C3)C2	nt	4	-1	nt	nt	0.5
COc1cc(C23CCCN(CCC(C(C)(C)C)C2)C32OCCO2)cc(OC)c1OC (centres undefined)	nt	6	-7	nt	nt	-0.8
Cc1cccc(CN2CCN(C3CN(Cc4cn(Cc5cccc(Cl)c5)nn4)S(=O)(=O)C3)CC2)c1 (centres undefined)	nt	2	-15	nt	nt	-0.7
COc1ccc(CCNC(=O)c2ccc(Br)o2)cc1Br	nt	-4	3	nt	nt	0.4
COC(=O)c1ccc2nc(-c3ccc(F)cc3)c(Cc3cccc(Cl)c3)n2c1	nt	-1	16	nt	nt	0.1
COC(=O)[C@]12CCCCC=C1N(Cc1ccccc1)C(=O)[C@H](CC(=O)NCCCCc1ccccc1)C2	nt	-5	3	nt	nt	-0.5
CCCC[C@@H]1Cc2[nH][nH]c(=O)c2[C@H](c2ccc(C(C)C)cc2)O1	nt	-1	-3	nt	nt	-0.5
CC1(C)OC(=O)C2=C(C[C@@H](CCc3ccccc3)O[C@H]2C2CCCC2)O1	nt	4	7	nt	nt	0.5

4 entries from above, with values under each structure.
The line under a structure holds: BioA inh	Anthrax LF inh2	BoNT-F LC inh	Mtb UGM inh	PfHsp40 yeast	BoNT A protease
CCNC(=O)c1cc2c(c(-c3cccc(-c4cccnc4)c3)n1)[C@H](CCO)N(S(C)(=O)=O)C2
→ nt	-6	4	nt	nt	0.4
C[C@H](NC(=O)[C@@H]1CCCN1C(=O)[C@@H]1CCCN1C(=O)c1cccs1)c1ccccc1
→ nt	8	3	nt	nt	0.5
O=C(C[n+]1ccc(C(=O)NCc2ccccc2)cc1)c1ccc(F)cc1
→ nt	-2	4	nt	nt	1.0
CCOc1cc(OCC)cc(C(=O)N2CCC[C@@H]2C(=O)N2CCC[C@@H]2C(=O)NCc2ccccc2Cl)c1
→ nt	-9	1	nt	nt	-0.1

(list continues)
SMILES	BioA inh	Anthrax LF inh2	BoNT-F LC inh	Mtb UGM inh	PfHsp40 yeast	BoNT A protease
O=C1NC[C@H](CCCCN2C[C@H](Cc3ccc(O)cc3)N(CCC3CCCCC3)C(=O)C2=O)N(CCc2ccccc2)C1=O	nt	-6	-6	nt	nt	-0.8
CC(=O)CC1c2cc(F)ccc2C=C(c2ccsc2)N1c1ccc(C#CC2(O)CCCCC2)cc1 (centres undefined)	nt	-1	6	nt	nt	0.9
CCOC(=O)[C@]12CCCC=C1N(Cc1ccco1)C(=O)[C@H](CC(=O)N1CCOCC1)C2	nt	-9	0	nt	nt	-0.6
CCCCn1nnnc1C(c1cc2ccccc2o1)N1CCCCC1 (centres undefined)	nt	-9	-6	nt	nt	-0.8
CC(C)NC(=O)OC1CC2CC1[C@H]1CCCCN1C2=O (some centres undefined)	nt	-10	-3	nt	nt	0.0
CCOc1ccc(CCN2C(=O)C(=O)N([C@@H](CC(C)C)CN3CCC[C@H]3CN3C(=O)C(=O)NC[C@@H]3Cc3ccccc3)C[C@@H]2Cc2ccc(O)cc2)cc1	nt	-2	6	nt	nt	-0.3
CCOC(=O)[C@]12CCCC=C1N(Cc1ccco1)C(=O)[C@H](CC(=O)N1CCN(C(=O)c3ccco3)CC1)C2	nt	-11	2	nt	nt	-0.3
CC(C)c1ccc(C2OC(CCc3ccccc3)Cc3[nH]c(=S)[nH]c(=O)c32)cc1 (centres undefined)	nt	1	-2	nt	nt	0.9
CCCCNC(=O)C[C@@H]1C[C@@]2(C(=O)OCC)CCC=C2N(Cc2ccc3c(c2)OCO3)C1=O	nt	-2	-2	nt	nt	-0.1
COc1cccc(CNC(=O)[C@@H]2CCCN2C(=O)[C@H]2CCCCN2C(=O)c2cccs2)c1	nt	-9	-5	nt	nt	0.2
CCOC(=O)[C@]12CCC=C1N(Cc1ccc3c(c1)OCO3)C(=O)[C@H](CC(=O)N1CCN(C(=O)c3ccco3)CC1)C2	nt	-10	-7	nt	nt	-0.5
Cn1c(-c2ccccc2)c(Sc2ccccc2)c2cc(-c3ccc4cc[nH]c4c3)ccc21	nt	-7	-4	nt	nt	-0.4
CCCCn1nnnc1C1(C)CCC(=O)N1CCCN1CCOCC1 (centres undefined)	nt	-3	-1	nt	nt	-0.4
